Assay outcomes (PubChem)
HTT aggregate: reduces HttQ103-GFP aggregates in PC12 cells; PC12 HttQ103-GFP aggregates, Acumen cytometry, 40 h; Potency, µM (series often up to 46.1 µM), for inactives: at the highest dose activity change, negative = inhibition, usual class: inhibitors; 1.1% of 220,000 active; AID 1688; note: potency is the fitted concentration of half-maximal effect; % is set by controls: 0 for no effect and ±100 for the full control effect; nearly all actives have a fitted effect of over 60% in size
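PC12 cells with ecdysone-inducible HTT exon1 Q103-GFP, induced by 100 nM tebufenozide, given compounds in a concentration series. GFP aggregates (1–25 um, 6 SD above background) counted in lysates by laser-scanning cytometry, 488 nm excitation.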
KinaseGlo FLuc: Kinase-Glo luciferase inhibition (counter-screen); Q27757; 0.28% of 200,000 active; Potency, µM (titrated, usually from 38.3 µM), inactives show top-dose activity change, negative = inhibition, usual class: inhibitors; Kinase-Glo luciferase, ATP luminescence, 8 min; AID 1379; note: potency is the fitted concentration of half-maximal effect; % is set by controls: 0 for no effect and ±100 for the full control effect; nearly all actives have a fitted effect of over 60% in size
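Substrate mix (final 50 mM imidazole pH 7.2, 50 mM KCl, 7 mM MgCl2, 10 uM ATP, 0.01% Tween 20, 0.05% BSA) plus pin-tool compound, then Kinase-Glo detection mix; 8 min ambient, luminescence read.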
LMNA splice mod: modulators of lamin A splicing; HeLa LMNA splicing GFP/RFP minigene ratio, 48 h; Potency, µM (titrated, usually from 46.1 µM), for the others: top-dose ratio change, negative = inhibition, usual class: inhibitors; 0.01% of 200,000 active; active = well fitted inhibition curve with a large enough effect in the signal ratio, with a control signal flat, not every such curve was filed as active; inconclusive = small, poorly fitted or top-dose-only effect, or effect the other way, or a change in a side signal; the % refers to the signal ratio; note: potency is the fitted concentration of half-maximal effect; % is set by controls: 0 for no effect and ±100 for the full control effect
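S3 HeLa cells stably expressing lamin A-EGFP splicing minigene plus DsRed2, 600 cells/well, 48 h compound exposure at 37C. Laser-scanning cytometry; analysed as GFP (500-530 nm)/RFP (575-640 nm) total intensity ratio; 0.5% DMSO vehicle.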
NPSR antag: antagonists of human neuropeptide S receptor cAMP signaling. Q6W5P4. CHO-NPSR cells, cAMP TR-FRET, antagonist mode. Potency, µM (doses to about 38.3 µM), inactives show top-dose activity change, negative = inhibition, usual class: inhibitors. 1% of 220,000 active; note: potency is the fitted concentration of half-maximal effect; % is set by controls: 0 for no effect and ±100 for the full control effect; nearly all actives have a fitted effect of over 50% in size; many of its hits are not listed in these tables
Target sequence (Q6W5P4 whole entry, looked up): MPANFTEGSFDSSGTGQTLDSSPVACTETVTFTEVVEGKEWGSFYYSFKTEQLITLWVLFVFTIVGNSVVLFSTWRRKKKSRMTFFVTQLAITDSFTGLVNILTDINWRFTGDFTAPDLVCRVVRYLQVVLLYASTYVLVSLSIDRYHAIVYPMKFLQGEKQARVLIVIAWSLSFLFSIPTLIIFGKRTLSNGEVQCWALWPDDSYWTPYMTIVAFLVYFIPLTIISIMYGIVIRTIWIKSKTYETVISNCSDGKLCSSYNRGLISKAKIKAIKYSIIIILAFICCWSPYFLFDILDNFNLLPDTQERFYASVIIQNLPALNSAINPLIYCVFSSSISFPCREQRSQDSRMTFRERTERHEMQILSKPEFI
Epigenetic derep: regulators of epigenetic silencing causing reporter derepression in mouse cells; murine LDR cells, GFP reporter derepression, 30 h; Potency, µM (top dose mostly 53.9 µM), inactives show top-dose GFP activation, hits mostly activators; 0.2% of 280,000 active; AID 1865; note: potency is the fitted concentration of half-maximal effect; % of control where 0% means no effect; nearly all actives have a fitted effect of over 60% in size
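GFP-positive cell count by laser-scanning cytometry (objects 20–120 um) after 30 h, 37 C compound exposure of murine LDR cells; reporter is CMV-GFP integrated at a silenced locus, inducible by HDAC or DNMT inhibitors.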
IMPase Li inh: IMPase inhibition in cells with lithium potentiation. CHO-M1 cells, IP1 TR-FRET (IP-One), carbachol + lithium. Potency, µM (series often up to 59.4 µM), for inactives: at the highest dose activity, negative = IMPase inhibition, actives largely listed as inhibitors. 0.35% of 210,000 active;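 note: IP1 builds up when IMPase is blocked and the TR-FRET signal falls; potency is the fitted concentration of half-maximal effect; plate controls were basal vehicle for no effect and high inhibitor control for full effect; nearly all actives have a fitted effect of over 50% in size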
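Concentration–response in CHO-M1 cells, lithium-potentiated; 30 min at 37C. IP1 detected by competitive TR-FRET after 10 min lysis at RT. Hill-fitted AC50.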
CBFb RUNX1 block: inhibitors of human CBF-beta and RUNX1 interaction; AID 1477; AlphaScreen CBFb-His/RUNX1-biotin binding, biochemical; Potency, µM (titrated, usually from 59.8 µM), for inactives: at the top dose activity, negative = inhibition, usual class: inhibitors; Q01196+Q13951; 230,000 tested, under 10 active; note: % of control where 0% means no effect
Target sequence (Q01196 whole entry, looked up): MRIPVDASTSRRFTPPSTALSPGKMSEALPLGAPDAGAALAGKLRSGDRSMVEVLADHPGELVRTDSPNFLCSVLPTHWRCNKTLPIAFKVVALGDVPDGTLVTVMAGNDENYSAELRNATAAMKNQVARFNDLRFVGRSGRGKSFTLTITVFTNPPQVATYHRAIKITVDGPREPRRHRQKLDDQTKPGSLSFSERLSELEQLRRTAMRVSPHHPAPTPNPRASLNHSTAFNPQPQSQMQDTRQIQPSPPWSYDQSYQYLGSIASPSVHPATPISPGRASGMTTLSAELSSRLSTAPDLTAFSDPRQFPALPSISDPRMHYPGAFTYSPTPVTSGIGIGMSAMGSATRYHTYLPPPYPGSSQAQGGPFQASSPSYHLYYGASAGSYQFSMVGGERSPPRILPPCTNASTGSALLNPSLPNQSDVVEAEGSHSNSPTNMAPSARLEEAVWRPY
Target sequence (Q13951 whole entry, looked up): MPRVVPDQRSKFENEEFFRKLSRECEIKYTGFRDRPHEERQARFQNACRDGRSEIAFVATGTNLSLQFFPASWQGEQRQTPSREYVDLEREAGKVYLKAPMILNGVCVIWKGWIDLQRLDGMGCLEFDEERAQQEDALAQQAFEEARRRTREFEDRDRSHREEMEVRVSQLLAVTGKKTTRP
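Compounds were screened at multiple concentrations against a preformed CBF-beta(His)/RUNX1(biotin) complex (30 nM of each) for 15 min at room temperature, followed by 90 min with nickel and streptavidin beads and AlphaScreen reading.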
* = called active by the depositor; u = inconclusive; x = no result given; & = joins results of further samples; [ ] = remark or other dose. Unless noted, calls come from the whole dose curve; as a rule, active = well fitted curve in the direction sought with a large enough effect; inconclusive = small, poorly fitted or top-dose-only effect, or another doubt; inactive = no such curve, though single readings can be large; an effect the other way counts as inactive or inconclusive. An excerpt; rates above refer to the full screens.

Under each structure: HTT aggregate	KinaseGlo FLuc	LMNA splice mod	NPSR antag	Epigenetic derep	IMPase Li inh	CBFb RUNX1 block
> COP(=O)(C#Cc1ccccc1)C(O)c1ccc(Br)cc1 (centres undefined)
→ -7%[9.22 µM]	x	x	-7%	-1.9%	x	1%
> O=c1[nH]c(=S)[nH]c(O)c1N=Nc1ccc(S(=O)(=O)N2CCOCC2)cc1
→ -15%[9.22 µM]	x	x	8%	-2.1%	x	-23%
> O=C(C1CCC(=O)N1C1CCCC1)N1CCC2(CC1)OCCO2 (centres undefined)
→ -1%	-3%	7%	-13%[46.1 µM]	0.0%	-5%[38.3 µM]	17%
> O=C(Cc1ccccc1)NC(Oc1ccccc1Cl)C(Cl)(Cl)Cl (centres undefined)
→ 18%	-3%	u	-28%	1.5%	4%	-5%
> Cn1c(O)c(C(=Nc2ccccc2)SCc2ccc(Cl)cc2)c(=O)n(C)c1=O
→ 22%[9.22 µM]	x	x	-43%	1.1%	x	14%
> O=C1NC(=O)C(=Cc2ccccc2OCCOc2ccc([N+](=O)[O-])cc2)C(=O)N1
→ -1%	-1%	7%[46 µM]	-31%	-8.3%	9%	-1%
> CN1C(=O)C(=Cc2ccccc2OCc2ccc(C(=O)O)cc2)C(=O)N(C)C1=O
→ 2%	1%	x	-6%	0.4%	-3%	-7%
> C[C@@H]1C(=O)O[C@@H]2[C@H](O)C34[C@@H]5OC(=O)C3(O[C@H]3OC(=O)[C@H](O)C34[C@H](C(C)(C)C)[C@H]5O)[C@@]12O (some centres undefined)
→ -3%	2%	4%	9%	6.6%	4%	4%[2.36 µM]
> C#C[C@]1(O)CC[C@H]2[C@@H]3CCC4=CC(=O)CC[C@]4(C)[C@H]3CC[C@@]21C
→ -7%	4%	u	-18%	-1.6%	4%	7%
> CCn1c(O)c(C=NCCN2CCOCC2)c(=O)n(CC)c1=S
→ -39%[9.22 µM]	x	x	4%	-0.7%	x	7%
> CN=C(SCc1ccccc1)c1c(O)n(C)c(=O)n(C)c1=O
→ 7%	-4%	-2%	1%[46.1 µM]	0.8%	9%[38.3 µM]	-1%
> COc1ccc(C(=O)C2CCCN(C3CSCCSC3)C2)c(OC)c1 (centres undefined)
→ 7%[9.22 µM]	1%	-19%[46 µM]	24%	4.2%	25%	3%
> CCCC(C)n1[nH]c(=O)c2c1NC(=O)CSC2c1ccc(OC)c(OC)c1 (centres undefined)
→ 18%	2%	-1%	-9%[46.1 µM]	0.0%	12%[38.3 µM]	8%
> O=[N+]([O-])c1ccc(N2CCNCC2)cc1NCc1ccco1
→ 11%	-3%	7%	1%	3.4%	25%	-2%
> Cc1cccc2c1N(N=O)CCC2
→ -4%	-6%	1%	21%	0.0%	-12%	-1%
> Cc1ccc(/C=C2\C(=O)NC(=O)N(CCc3ccc(F)cc3)C2=O)s1
→ 5%	1%	x	-17%	3.9%	-8%	3%
> O=C(O)Cn1cc(/C=C2\C(=O)NC(=O)N(Cc3ccco3)C2=O)c2ccccc21
→ -12%	0%	27%[46 µM]	9%	1.1%	7%	x
> O=c1cc(-c2ccc(O)cc2)oc2c([C@H]3O[C@@H](CO)[C@@H](O)[C@@H](O)[C@@H]3O)c(O)cc(O)c12
→ x	-1%[17.1 µM]	-10%	x	-1.4%[16.9 µM]	-6%	-5%[21.7 µM]
> CN1C(=O)C(=Cc2ccccc2Oc2ccc(Cl)c(F)c2)C(=O)N(C)C1=O
→ -8%	2%	-1%	-23%[46.1 µM]	1.1%	-4%[38.3 µM]	2%
> N#CC(C#N)=NNc1cccc(Cl)c1
→ x	2%	x	x	6.2%	38%[activator]	x
> Cn1c(O)c(C(=NCCc2c[nH]c3ccccc23)c2ccccc2)c(=O)n(C)c1=O
→ -3%[9.22 µM]	6%	x	-6%	-4.7%	11%	1%
> O=C1CS[C@@H](c2ccccc2Cl)c2cc(Cl)ccc2N1
→ x	-1%	x	x	3.9%	14%	17%[21.7 µM]
> O=C1Nc2ccc(Br)cc2C(c2ccccc2Cl)=NC1O (centres undefined)
→ -20%	0%	-13%[46 µM]	-3%	1.6%	x	-2%
> c1ccc2c(N3CCNCC3)nsc2c1
→ -15%[9.22 µM]	0%	x	-13%	-1.0%	6%	1%
> O=C1NC(=O)C(=Cc2ccc(N3CCOCC3)cc2)C(=O)N1
→ 12%	2%	x	2%	-2.9%	-4%	4%
> CN1C(=O)N(C)C(=O)C2(Cc3c(nc4ccccn4c3=O)N3CCC(Cc4ccccc4)CC32)C1=O (centres undefined)
→ -4%	-5%	5%	-27%[46.1 µM]	-0.2%	6%[38.3 µM]	0%
> CCC(=NCc1ccco1)c1c(O)n(-c2ccc(C)cc2)c(=O)[nH]c1=O
→ 12%	-4%	7%	-8%[46.1 µM]	0.7%	-3%[38.3 µM]	5%
> COc1cc(C(=O)N/N=C/C23CC[C@@H](O)CC2(O)CC[C@@H]2[C@@H]3CCC3(C)C(C4=CC(=O)OC4)CCC23O)ccc1O (some centres undefined)
→ -11%[9.22 µM]	x	x	7%	-0.4%	x	9%
> C=CCC1(Nc2ccccc2)CC(C)N(C)CC1C (centres undefined)
→ 9%[9.22 µM]	x	x	2%	-1.0%	x	15%
> CCOC(=O)C1=C(N)Oc2ccccc2C12C(=O)N(CC(=O)OC)C(CC(=O)OC)=C2C(=O)OC (centres undefined)
→ -12%	1%	5%	-8%[46.1 µM]	10%	-2%[38.3 µM]	0%
> O=C1NC(=O)C(C/C=C/c2ccccc2)C(=O)N1
→ -7%	x	3%	-10%[46.1 µM]	-1.9%	x	1%
> COc1cc(CC(=O)OCC2=C[C@H]3[C@@H]4C(C)(C)[C@]4(OC(C)=O)[C@H](OC(=O)Cc4ccccc4)[C@@H](C)[C@]3(O)[C@@H]3C=C(C)C(=O)[C@@]3(O)C2)ccc1O
→ x	2%[39.9 µM]	x	x	-6.2%	-2%	-24%
> Cc1cc(=O)[nH]c(SCc2nc3ccccc3c(=O)n2-c2ccccc2C)n1
→ 12%	1%	u	-5%	-1.8%	-5%	-1%
> O=C(COc1ccccc1)N1CCN(Cc2c[nH]c3ccccc23)CC1
→ 16µM*	1%	u	8%[46.1 µM]	-3.5%	-9%[38.3 µM]	4%
> CCCC(O)C(CC)CO (centres undefined)
→ 24%	x	u	x	x	-13%	14%[21.7 µM]
> COc1cc(C(C#N)N2CCOCC2)ccc1O (centres undefined)
→ 2%	x	6%	-10%[46.1 µM]	2.3%	x	-11%
> O=C(Cc1ccccc1)N1CCN(Cc2c[nH]c3ccccc23)CC1
→ 13µM*	13%	u	3%[46.1 µM]	1.7%	2%[38.3 µM]	-4%
> C=CCn1c(O)c(C=Nc2ccc(OC)cc2C)c(=O)[nH]c1=O
→ -2%	-5%	0%	0%[46.1 µM]	-1.0%	25%[38.3 µM]	2%
> CCOP(=S)(OCC)Oc1cc(C)oc(=O)c1Cl
→ -2%[9.22 µM]	x	x	-14%	3.2%	x	-4%
> CCc1ccc(N2C(=O)NC(=O)C(Cc3ccc(OC)cc3OC)C2=O)cc1 (centres undefined)
→ -7%	20%	14%	-11%[46.1 µM]	4.2%	26%[38.3 µM]	8%
> CN(C)CC#CCC(O)(c1ccccc1)C1CCCC1 (centres undefined)
→ 16%	-6%	-7%	4%[46.1 µM]	-1.0%	61%[activator][38.3 µM]	2%
> CNNC
→ x	-3%	-9%	x	-0.9%	-1%	x
> CCn1c(P(C)(=O)O)nc2ccccc21
→ -17%	0%	-13%	-6%[46.1 µM]	0.0%	0%	2%
> N#Cc1ccccc1Cn1cc(C(=O)c2ccccc2F)c2ccccc21
→ -8%	4%	-17%	-53%	1.0%	3%	8%
> O[C@@H]1CCCC[C@H]1N1CCC(c2ccccc2)CC1
→ -17%	2%	5%	-1%[46.1 µM]	1.5%&0.0%	0%[38.3 µM]	2%&9%
> CC(C)=CCc1c(O)cc2c(c1O)C(=O)CC(c1ccc(O)cc1)O2 (centres undefined)
→ -6%[9.22 µM]	x	x	u	-1.1%	x	u
> O=C1CSC(c2ccccc2Cl)c2cc(Cl)ccc2N1 (centres undefined)
→ x	x	x	x	1.1%	21%	13%
> OC(c1ccccc1)(c1ccc(Cl)cc1)C1CN2CCC1CC2 (centres undefined)
→ 4%[9.22 µM]	x	x	0%	-1.6%	x	14%
> O=C(O)C1C2CCC(O2)C1C(=O)O (centres undefined)
→ x	-2%	u	-6%[46.1 µM]	0.0%	5%	-2%
> CCCC1(CCC)C(=O)NC(=NCc2ccccc2)NC1=O
→ 0%[9.22 µM]	-2%	u	u	8.1%	4%[38.3 µM]	-1%
> Cn1c(=O)cc(OCCCC(=O)N2CCC3(CC2)OCCO3)c2ccccc21
→ u	-5%	u	u	-0.2%	-22%[38.3 µM]	4%
> CCCCC(CC)COCCCN=Cc1c(O)[nH]c(=S)[nH]c1=O (centres undefined)
→ 29%[9.22 µM]	x	x	-14%	3.7%	x	6%
> O=c1c2ccccc2nc(-c2ccc([N+](=O)[O-])cc2)n1-c1ccccc1
→ u	0%	-7%	-5%	1.0%	21%	-4%
> Cc1ncc(CC(=O)n2cc(C(=O)c3cc(Cl)ccc3O)cn2)s1
→ 14µM*	5%	u	-11%[46.1 µM]	-1.9%	-13%[38.3 µM]	1%
> CCOP(=O)(OCC)c1ccc(O)cc1
→ 13%	x	x	4%	3.7%	3%	-4%
> CC(=O)Nc1ccccc1OC(=O)N(C)C
→ 1%	1%	-4%	7%[46.1 µM]	0.0%	-8%[38.3 µM]	1%
> Oc1cc(Cl)c(Cl)cc1Cl
→ -6%	x	x	x	x	-1%	-3%[21.7 µM]
> C=C(C)C1CNC(C(=O)O)C1CC(=O)O (centres undefined)
→ x	-1%	x	x	-1.3%	0%	4%
> CC(=O)c1ccc(OC(=O)N(C)c2ccccc2)cc1
→ -14%	4%	x	19%	-3.5%	-5%	7%
> Cc1c(N=Cc2c(O)n(C)c(=O)[nH]c2=O)c(=O)n(-c2ccccc2)n1C
→ 1%[9.22 µM]	x	x	-16%	1.2%	x	-2%
> CC(C)C(=O)c1cn(Cc2ccccc2C#N)c2ccccc12
→ -17%	1%	-15%	-23%[46.1 µM]	-2.1%	31%[38.3 µM]	14%
